Thrombin inh = inhibitors of human thrombin. inhibition, % at 5 µM. alpha-thrombin, Boc-VPR-AMC fluorogenic substrate cleavage. 220,000 compounds, 0.26% hits. AID 1046. P00734;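 active = inhibition at or above 40%; inactive = inhibition below 40%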;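 note: 0% = enzyme with no compound and 100% = wells without enzyme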
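signal = AMC fluorescence, 355/460 nm | material = human alpha-thrombin enzyme | control set = enzyme without compound as high, wells lacking enzyme as low | times = reaction at room temperature | read-out basis = percent inhibition scaled between no-compound controls and no-enzyme blanks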
zfTRPN1 agonist = agonists of zebrafish TRPN1 channel; 220,000 compounds, 0.18% hits; HEK293 zebrafish TRPN1-YFP, Fluo-8 calcium fluorescence; 100% = response to 87 µM carbachol; activation, % at 3 µM;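 active = activation above its plate's cutoff, the mean activation of test wells on that plate plus 3 SD, cut at about 19% in these data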;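 note: 0% = DMSO alone and 100% = 87 µM carbachol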
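Assay system: Zebrafish TRPN1-YFP in HEK293 cells | Incubation: Dye loading 1 h at 37 °C, then 30 min room temperature | Measured by: Kinetic Fluo-8 fluorescence, ex 470-495, em 515-575 nm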
TRPML3 agonist = activates the human TRPML3 channel; 220,000 compounds, 0.29% hits; HEK293 TRPML3-YFP, Fluo-8 calcium fluorescence; 100% = the carbachol control signal; AID 1448; activation, % at 3 µM; Q8TDD5;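 active = activation above its plate's cutoff, the mean activation of the plate's test wells plus 3 SD, cut at about 12% in these data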;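 note: 0% = DMSO only wells and 100% = carbachol wells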
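Test system: HEK293 cells stably carrying human TRPML3-YFP; Doses: single dose, 3 µM final nominal compound, 0.3% DMSO final; Schedule: dye loading 1 h 37 °C then 30 min ambient, 125 s read; Technique: Fluo-8 calcium fluorescence; Benchmarks: high control carbachol 87 µM, low control DMSO.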
Calpain2 inh = inhibitors of pig calpain II; 220,000 compounds, 0.37% hits; inhibition, % at 16 µM; purified calpain II, fluorogenic peptide substrate, 30 min;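 active = inhibition above about 50%, limit read from the data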
TbHK1 inh = T. brucei hexokinase 1 inhibition; recombinant TbHK1, G6PDH-coupled NADH A340; inhibition, % at 10 µM; 220,000 compounds, 0.11% hits; AID 1430;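 active = inhibition of 50% or more in the single-dose primary screen; inactive = inhibition below 50%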
Cl transport mod = modulates chloride dependent transport by human KCC2. Q9H2X9. KCC2 cells, thallium flux FluoZin-2 fluorescence. B-score of Tl+ flux slope (higher = more flux/activation; lower = inhibition) at 10 µM. 190,000 compounds, 2.2% hits. AID 1456;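 active = thallium flux slope and its plate-corrected score both differing from the plate sample mean at a set confidence after two filtering rounds, in either direction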;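 note: slope of fluorescence scaled to starting intensity during 10 to 20 s after thallium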
Target sequence (Q9H2X9 whole entry, looked up): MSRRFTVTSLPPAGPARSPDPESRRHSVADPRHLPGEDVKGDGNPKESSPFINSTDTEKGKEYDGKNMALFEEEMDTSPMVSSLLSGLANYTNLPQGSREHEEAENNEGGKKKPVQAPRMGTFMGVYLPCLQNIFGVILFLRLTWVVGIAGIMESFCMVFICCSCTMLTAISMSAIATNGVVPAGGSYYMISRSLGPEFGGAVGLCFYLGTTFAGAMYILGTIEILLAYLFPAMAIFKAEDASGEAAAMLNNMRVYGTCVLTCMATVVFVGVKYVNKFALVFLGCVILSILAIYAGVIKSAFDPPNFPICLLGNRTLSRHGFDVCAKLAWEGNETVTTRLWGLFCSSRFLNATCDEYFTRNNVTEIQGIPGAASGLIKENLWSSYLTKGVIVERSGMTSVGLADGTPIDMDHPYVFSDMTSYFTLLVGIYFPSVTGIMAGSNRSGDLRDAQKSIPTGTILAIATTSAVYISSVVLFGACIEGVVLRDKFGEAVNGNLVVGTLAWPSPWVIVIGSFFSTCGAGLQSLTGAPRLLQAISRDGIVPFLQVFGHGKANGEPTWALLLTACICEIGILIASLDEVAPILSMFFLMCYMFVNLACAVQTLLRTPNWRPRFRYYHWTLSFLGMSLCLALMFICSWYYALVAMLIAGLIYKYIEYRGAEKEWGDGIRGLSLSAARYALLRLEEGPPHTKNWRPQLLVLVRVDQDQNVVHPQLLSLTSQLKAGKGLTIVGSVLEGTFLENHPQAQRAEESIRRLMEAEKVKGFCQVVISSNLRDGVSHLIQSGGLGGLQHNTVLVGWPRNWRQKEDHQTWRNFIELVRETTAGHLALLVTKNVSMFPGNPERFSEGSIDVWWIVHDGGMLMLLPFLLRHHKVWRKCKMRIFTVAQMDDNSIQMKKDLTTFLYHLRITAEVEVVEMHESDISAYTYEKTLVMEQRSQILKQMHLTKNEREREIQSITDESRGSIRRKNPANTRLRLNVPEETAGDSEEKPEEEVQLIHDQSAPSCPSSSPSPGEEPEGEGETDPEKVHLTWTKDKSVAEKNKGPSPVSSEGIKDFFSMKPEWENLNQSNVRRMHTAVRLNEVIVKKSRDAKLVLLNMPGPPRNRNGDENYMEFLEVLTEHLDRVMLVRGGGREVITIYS
Furin inhibitor = inhibitors of human furin; P09958; purified furin, fluorogenic substrate cleavage; inhibition, % at 30 µM; 220,000 compounds, 0.061% hits; AID 463115; in the data active = inhibition above about 25%; note: inactives centre near -15
EBV gp42 inh = blocks Epstein-Barr virus glycoprotein 42 binding; AID 1085; inhibition, % (tested at 21.74 µM); Fluorescence polarization binding assay, mP read-out; Q1HVG2; 220,000 compounds, 0.42% hits; in the data active = inhibition above about 50%
PPC-1+TRAIL kill = kills PPC-1 cancer cells in the presence of TRAIL; 220,000 compounds, 0.41% hits; PPC-1 cells + TRAIL, ATPLite viability luminescence; AID 1443; cell killing (% activity), % at 4 µM;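 active = cell killing above 50% in the first pass at 4 µM, then a duplicate retest at 5 µM averaging 50% or more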;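 note: plate controls were cells with TRAIL plus DMSO for no effect and medium-only wells lacking cells for full effect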
* hit, by the source's call; / = no result given; [ ] = dose if it differs, or a comment.

#	SMILES	Thrombin inh	zfTRPN1 agonist	TRPML3 agonist	Calpain2 inh	TbHK1 inh	Cl transport mod	Furin inhibitor	EBV gp42 inh	PPC-1+TRAIL kill
1	C=CCN1CCN(C(c2ccccc2OC)c2nnnn2C(C)(C)C)CC1 (centres undefined)	-3	0.8	-0.3	-22	0	-1.4	-25	-19	/
2	COc1ccccc1Cn1c(-c2ccco2)nc2nc3ccccc3nc21	/	0.1	0.0	/	-1	-0.14	-51[20 µM]	/	/
3	Cc1ccc2nc(N/C(=N/S(=O)(=O)c3ccc(F)cc3F)c3ccccc3)sc2c1	-1	1.1	0.4	-38	-9	21*	-19	1	-3
4	Cc1cc(C)c(C)c(OCCCn2ccnc2)c1	-4	-1.3	-0.6	24	0	-0.36	-15[20 µM]	-29	0
5	COCCNC(=O)c1cnn2c(C(F)F)cc(-c3ccccc3)nc12	-9	-0.6	0.5	-130	-12	2.2	-14	8	4
6	O=c1cc(-c2ccncc2)oc2ccccc12	-7	0.7	0.7	-6	-2	0.27	-15	-3	9
7	CC(C)(O)C(=O)NN(C(=O)c1ccccc1)c1ccc2ccccc2c1	-4	-1.0	-0.5	-14	-1	0.069	-33[20 µM]	-8	13
8	Cc1cccc2c1N(C(=O)c1ccco1)C(C)(C)c1ssc(=S)c1-2	-11	0.1	0.4	2	-3	/	-23	-1	4
9	O=C(Cc1ccccc1)Nc1cccc(NC(=O)c2cccs2)c1	-23	1.2	0.5	-7	0	/	-21	-13	-4
10	CCOC(=O)N1CCN(C(=O)c2cc(Cl)c(Cl)cc2C(=O)O)CC1	-11	0.4	1.2	-14	-2	/	-20[20 µM]	1	8
11	CCOC(=O)c1ccc(NC(=O)CSc2ncccn2)cc1	-10	0.6	0.8	10	4	1.9	-5[20 µM]	-27	23
12	COc1ccc(CC(=O)NNC(=O)c2ccncc2)cc1	-2	0.1	0.5	2	0	0.64	-13	-9	3
13	Cc1cc(SCC2=NNC(=O)C2)c(Cl)cc1Cl	-7	-1.0	0.1	11	14	-0.9	-22	-1	13
14	O=C(Nc1ccc(S(=O)(=O)Nc2ncccn2)cc1)c1cncc(Br)c1	-5	2.7	1.8	-3	-4	-1.4	-10	-17	22
15	CC(CC(=O)O)CC(=O)Nc1cccc([N+](=O)[O-])c1 (centres undefined)	21	2.6	0.6	14	8	1	-5	-6	12
16	c1ccc(NC2=Nc3ccccc3CS2)cc1	1	-0.4	0.8	-14	-1	-0.66	-14	-16	6

From compound 2 up to 15, as listed above:
#	SMILES	Thrombin inh	zfTRPN1 agonist	TRPML3 agonist	Calpain2 inh	TbHK1 inh	Cl transport mod	Furin inhibitor	EBV gp42 inh	PPC-1+TRAIL kill
2	COc1ccccc1Cn1c(-c2ccco2)nc2nc3ccccc3nc21	/	0.1	0.0	/	-1	-0.14	-51[20 µM]	/	/
3	Cc1ccc2nc(N/C(=N/S(=O)(=O)c3ccc(F)cc3F)c3ccccc3)sc2c1	-1	1.1	0.4	-38	-9	21*	-19	1	-3
4	Cc1cc(C)c(C)c(OCCCn2ccnc2)c1	-4	-1.3	-0.6	24	0	-0.36	-15[20 µM]	-29	0
5	COCCNC(=O)c1cnn2c(C(F)F)cc(-c3ccccc3)nc12	-9	-0.6	0.5	-130	-12	2.2	-14	8	4
6	O=c1cc(-c2ccncc2)oc2ccccc12	-7	0.7	0.7	-6	-2	0.27	-15	-3	9
7	CC(C)(O)C(=O)NN(C(=O)c1ccccc1)c1ccc2ccccc2c1	-4	-1.0	-0.5	-14	-1	0.069	-33[20 µM]	-8	13
8	Cc1cccc2c1N(C(=O)c1ccco1)C(C)(C)c1ssc(=S)c1-2	-11	0.1	0.4	2	-3	/	-23	-1	4
9	O=C(Cc1ccccc1)Nc1cccc(NC(=O)c2cccs2)c1	-23	1.2	0.5	-7	0	/	-21	-13	-4
10	CCOC(=O)N1CCN(C(=O)c2cc(Cl)c(Cl)cc2C(=O)O)CC1	-11	0.4	1.2	-14	-2	/	-20[20 µM]	1	8
11	CCOC(=O)c1ccc(NC(=O)CSc2ncccn2)cc1	-10	0.6	0.8	10	4	1.9	-5[20 µM]	-27	23
12	COc1ccc(CC(=O)NNC(=O)c2ccncc2)cc1	-2	0.1	0.5	2	0	0.64	-13	-9	3
13	Cc1cc(SCC2=NNC(=O)C2)c(Cl)cc1Cl	-7	-1.0	0.1	11	14	-0.9	-22	-1	13
14	O=C(Nc1ccc(S(=O)(=O)Nc2ncccn2)cc1)c1cncc(Br)c1	-5	2.7	1.8	-3	-4	-1.4	-10	-17	22
15	CC(CC(=O)O)CC(=O)Nc1cccc([N+](=O)[O-])c1 (centres undefined)	21	2.6	0.6	14	8	1	-5	-6	12

Carrying on.
#	SMILES	Thrombin inh	zfTRPN1 agonist	TRPML3 agonist	Calpain2 inh	TbHK1 inh	Cl transport mod	Furin inhibitor	EBV gp42 inh	PPC-1+TRAIL kill
17	CCN1CNC(=S)N(Cc2ccccc2)C1	-9	-0.8	0.6	-6	4	0.49	3	-9	23
18	Cn1nccc1C(=O)c1ccc(Cl)cc1	-12	1.5	0.1	-32	10	/	-24	4	30
19	Cc1cccc(N2CCN(C(=O)c3ccc4nc(N5CCCCC5)sc4c3)CC2)c1C	-4	1.1	0.5	2	-1	-0.27	-6	5	13
20	COc1ccc(N(Cc2ccco2)C(=O)c2ccccc2F)cc1OC	1	-1.8	2.4	10	4	0.72	-30	-9	-5
21	COCCCNC(=O)c1ccc2c(=O)n(Cc3ccc(OC)cc3)c(=O)[nH]c2c1	-10	1.6	0.9	28	-4	-0.23	-11	-4	1
22	O=S1(=O)N=C(SCCO)c2ccccc21	-5	-0.3	1.3	-52	6	1.6	-7	-8	-9
23	CC1=Nc2ccccc2N=C(N)C1c1ccccc1 (centres undefined)	-2	0.4	0.4	7	-6	-0.3	-28	3	-12
24	Cn1c(SCC(=O)NC(=O)NCc2ccco2)nnc1C(F)(F)F	-3	0.6	0.1	-7	2	0.023	-6[20 µM]	-5	-8
25	CC(C)c1ccc(NC(=S)NCc2cccs2)cc1	0	-0.6	0.5	13	12	-1	-23[20 µM]	-6	-37
26	Cc1cc(C(=O)CN2C(=O)NC3(CCCc4sccc43)C2=O)c(C)n1-c1ccc(Cl)cc1 (centres undefined)	-1	0.4	0.6	-43	31	0.098	-14	-28	9
27	Cc1[nH]c2ccccc2c1CCNC(=O)CCC(=O)c1ccccc1	-9	1.7	0.5	15	2	-1.3	-16	-7	21
28	CC(=O)Nc1ccc2nc(-c3ccccc3)cn2c1	-2	0.7	0.2	-108	-15	0.49	-19	0	47
29	COc1ccc(C(=O)NC(NC(=O)c2ccc(OC)c(OC)c2)c2ccccc2F)cc1OC	1	-0.4	0.3	-2	-5	0.77	-11	-5	12
30	CCCC(C(=O)NC(C)(C)C)N(CC1CCCO1)C(=O)c1snc(C(N)=O)c1N (centres undefined)	5	-0.5	-0.6	-59	-10	-0.34	-6	-14	29
31	O=C(Cc1ccc2c(c1)OCCO2)N1CCN(S(=O)(=O)c2cccc(Cl)c2Cl)CC1	-1	2.5	0.9	3	-6	0.79	-9	-22	16
32	Nc1c(Nc2ccccc2)c2ccccc2oc1=O	5	-0.6	0.5	7	-21	-1.3	-4[20 µM]	-15	5

Record cards, as listed above. Order of values: Thrombin inh	zfTRPN1 agonist	TRPML3 agonist	Calpain2 inh	TbHK1 inh	Cl transport mod	Furin inhibitor	EBV gp42 inh	PPC-1+TRAIL kill
Entry for CCCC(C(=O)NC(C)(C)C)N(CC1CCCO1)C(=O)c1snc(C(N)=O)c1N (centres undefined) = 5	-0.5	-0.6	-59	-10	-0.34	-6	-14	29
Entry for CC(C)c1ccc(NC(=S)NCc2cccs2)cc1 = 0	-0.6	0.5	13	12	-1	-23[20 µM]	-6	-37

More compounds.
#	SMILES	Thrombin inh	zfTRPN1 agonist	TRPML3 agonist	Calpain2 inh	TbHK1 inh	Cl transport mod	Furin inhibitor	EBV gp42 inh	PPC-1+TRAIL kill
33	O=C1/C(=C/c2cccc([N+](=O)[O-])c2)CSc2ccc(Cl)cc21	-4	-0.6	-1.0	-2	-12	0.68	-19	-15	-11
34	CCN(Cc1cc2cc(C)ccc2[nH]c1=O)C(=O)c1cccc(OC)c1	0	1.2	-0.1	-34	-6	/	-24	-23	11
35	CCOC(=O)c1c(-c2cccs2)csc1N	8	-1.5	1.1	18	7	-0.3	-4	-12	8
36	C#CCOCCOCCOCCNc1nc(N2CCOCC2)nc(N2CCN(C(=O)[C@H](CCCCN)n3cc([C@@H](N)C(C)CC)nn3)CC2)n1 (some centres undefined)	5	1.2	0.1	24	7	1	-19	-11	10
37	Cc1cc(C(=O)N/N=C/c2cccn2C)n[nH]1	-1	0.0	0.1	1	-51	0.15	-15	-11	5
38	O=c1[nH]cnc2c1oc1ccccc12	-6	1.4	-0.2	7	5	-1.8	-24	-7	7
39	OC(CN1C2=NCCN2c2ccccc21)c1ccc2c(c1)OCO2 (centres undefined)	3	0.4	0.5	23	9	/	-13	-5	-8
40	CCOc1ccc(N(CC(N)=O)S(=O)(=O)c2ccc(F)cc2)cc1	-6	-1.8	-0.4	5	3	0.96	-15[20 µM]	27	-4
41	Cc1ccc2oc(=O)c3cnn(CC(=O)N4CCCCCC4)c3c2c1	-4	0.3	0.2	-16	-3	/	-38	-8	19
42	CCC(C)(C)NC(=O)CN(Cc1ccccc1Cl)C(=O)CCC(=O)Nc1cc(C)ccn1	-6	0.0	-0.4	-3	-8	0.22	-22	-5	/
43	O=C(COC(=O)c1ccc(O)cc1O)NCCN1C(=O)CSC1=O	2	0.4	0.4	-14	4	0.53	-18	7	14
44	CC(C)(C)C(=O)/C=C(N)/C=C/c1ccccc1	-4	-1.1	0.2	-7	-33	-3.1	-1	2	-2
45	COc1ccccc1NC(=O)COC(=O)Cc1c[nH]c2ccccc12	-2	0.5	1.2	5	2	-2.5	-22	-3	-15
46	COc1ccc(/C(N)=N/OC(=O)CSc2ccc(C)cc2)cc1	4	-0.3	0.2	8	24	1.8	-15[20 µM]	-2	-8
47	COc1cc(C2=NOC(C(=O)N3CCCCCC3)C2)cc(OC)c1OC (centres undefined)	3	0.4	-0.3	17	0	-0.037	-20	-10	-9
48	COc1ccc(Cc2nc(=S)[nH][nH]2)cc1Br	4	2.1	0.5	-9	-4	-0.47	-15	-22	9
49	Cc1c(C)c2ccc(OC3CCCCC3=O)cc2oc1=O (centres undefined)	1	1.9	0.9	-256	-10	-0.27	-45	-15	12
50	CC(C)(C)NC(=O)C(=O)NN=C1CCCCCCCCCCC1	0	1.2	0.4	5	2	0.82	-14	4	10
51	Cc1ccc(S(=O)(=O)N(C)CC(=O)Nc2nc3ccccc3s2)cc1	-5	-0.2	-0.9	37	4	-0.016	-19[20 µM]	-17	-8
52	COCCNC(=O)c1ccc(CS(=O)(=O)c2ccccc2)o1	4	1.2	0.1	17	7	1.4	-20	-16	4
53	Clc1ccccc1N=C1NN=C(c2cccs2)CS1	-6	-1.3	0.8	-3	-13	-0.096	-16	1	7
54	Cc1ccc(Cl)cc1Nc1nc(-c2sc(NC(=O)c3ccccc3)nc2C)cs1	6	-0.6	-0.6	-198	-68	-0.7	-4[20 µM]	5	24

From PubChem
